# Screening data deposited in PubChem BioAssay by National Center for Advancing Translational Sciences (NCATS).
# 12-LOX inh: ALOX12 (human) lipoxygenase inhibition | P18054 | purified 12hLO, xylenol orange hydroperoxide absorbance | Potency, µM (titrated, usually from 108 µM), for inactives: at the highest dose activity change, negative = inhibition, usual class: inhibitors | 580,000 compounds, 1.1% hits; active = well fitted inhibition curve with a large enough effect; inconclusive = small, poorly fitted or top-dose-only effect, or another doubt; inactive = no such curve, though single readings can be large or run the other way
# Target sequence (P18054 whole entry, looked up): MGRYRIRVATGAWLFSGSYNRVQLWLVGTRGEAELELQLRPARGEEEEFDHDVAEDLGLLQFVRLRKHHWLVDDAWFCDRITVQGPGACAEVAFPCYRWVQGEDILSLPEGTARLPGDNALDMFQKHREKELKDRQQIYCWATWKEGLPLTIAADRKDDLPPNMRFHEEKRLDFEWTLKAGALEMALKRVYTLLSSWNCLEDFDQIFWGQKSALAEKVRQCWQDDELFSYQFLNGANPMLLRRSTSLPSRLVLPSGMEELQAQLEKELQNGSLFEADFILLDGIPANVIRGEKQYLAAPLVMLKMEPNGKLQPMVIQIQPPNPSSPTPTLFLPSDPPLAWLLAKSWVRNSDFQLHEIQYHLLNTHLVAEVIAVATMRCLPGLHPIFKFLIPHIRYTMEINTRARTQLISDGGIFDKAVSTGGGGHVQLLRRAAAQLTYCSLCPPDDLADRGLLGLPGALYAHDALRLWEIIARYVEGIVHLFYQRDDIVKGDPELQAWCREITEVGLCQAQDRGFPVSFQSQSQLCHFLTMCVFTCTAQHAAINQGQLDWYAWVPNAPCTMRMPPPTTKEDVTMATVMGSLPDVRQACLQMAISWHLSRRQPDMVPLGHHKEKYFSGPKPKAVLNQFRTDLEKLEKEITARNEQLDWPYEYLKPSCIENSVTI
#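 Purified human 12hLO at 150 nM in 25 mM Hepes, 0.01% Triton X-100, pH 7.0, preincubated 15 min at room temperature with compound. Reaction started with 40 uM arachidonic acid, 30 min at room temperature. Hydroperoxide measured by Fe-xylenol orange, 573/405 nm absorbance ratio.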
# Active calls of the source: *; ? = inconclusive; & = joins results of further samples; [ ] = another dose, or the depositor's remark. % is set by controls: 0 for no effect and ±100 for the full control effect; potency is the fitted concentration of half-maximal effect.
SMILES,12-LOX inh
CCN(CC)C1=NC(C(F)(F)F)(C(F)(F)F)N=C(c2cccc(OC)c2)O1,15%
S=c1sc2c(s1)SCCS2,?
CCN(CC)C(=O)[C@H]1C[C@@H]2[C@H](C[C@@H](c3ccccc3)[C@H]1C)N(c1ccc(F)cc1)C(=O)N2C/C=C(\C)CCC=C(C)C,-13%
COc1ccc(C(=O)OCc2nc(-c3ccc(F)cc3)no2)cc1S(=O)(=O)N1CCCCC1C (stereo not drawn),?
CC(=O)NC1CCN(Cc2cc3ccc(C)cc3[nH]c2=O)C1 (stereo not drawn),-13%
O=C(NCC(O)c1ccccc1C(F)(F)F)c1cccnc1 (stereo not drawn),16%
COc1cccc([S+](=O)([O-])N2CCC3(C2)N=C(c2ccncc2)C(=O)N3)c1 (stereo not drawn),16%
COc1ccc(OCC(=O)Nc2cc3c(cc2C(=O)c2ccc(C)cc2)OCCO3)cc1,-12%
O=S1(=O)C[C@H](NC2CCCC2)[C@@H](S(=O)(=O)c2ccccc2)C1,-3%
Nc1ccc(-c2cc(C(=O)O)c3ccccc3n2)cc1,18µM*
Cc1nc2ccccc2c(C)c1CC(=O)O,-58%
Cn1c(N2CCN(C(=O)CC[C@H]3NC(=O)c4ccccc4NC3=O)CC2)nc2ccccc21,7%
Cc1cccc(NC(=O)CNC(=O)[C@H](CCc2ccccc2)NC(=O)[C@H]2O[C@@H](n3cnc4c(N)ncnc43)[C@H](O)[C@@H]2O)c1C,-20%
O=C(Nc1ncn[nH]1)c1cccc(S(=O)(=O)N2CCCCCC2)c1,-5%
CCN1CCC(c2nc3ccc(C)cc3c(=O)[nH]2)CC1,?
Fc1ccc(-c2cnc3n[nH]c(-c4ccccc4)c3n2)cc1,11%[176 µM]
Cc1ccc(N2CC(c3noc(-c4cc(Cl)ccc4F)n3)CC2=O)cc1 (stereo not drawn),23%
CCc1noc(-c2cccn3c(CNC(=O)c4ccc(F)c(F)c4)nnc23)n1,14%
Cc1ccc(C)c(S(=O)(=O)N2CCN(C(=O)CCc3ncc(-c4ccc(F)cc4F)o3)CC2)c1,-2%
CC(C)(C)C(N)CN (stereo not drawn),44%[activator]
CCCNC(=O)N(C1CCOCC1)C1CCN(S(=O)(=O)c2cccnc2)CC1,12%
O=C(c1ccc(F)c(Cl)c1)N1CCC(c2n[nH]c(=O)n2-c2ccccc2)CC1,?
CN1C[C@@H](NC(=O)c2ccc(-c3ccccc3)cc2)C[C@H]1c1nc(-c2ccc(Cl)cc2)no1,-20%
O=C(N[C@H]1CO[C@H]2[C@@H]1OC[C@@H]2Nc1nccc(-c2ccco2)n1)c1ccco1,?
CO[C@@H]1CCOC[C@H]1NC(=O)c1cc(N2CCCCC2)ccc1Cl,22%
CC(C)c1cccc(C(C)C)c1NC(=O)COC(=O)c1ccc2c(c1)NC(=O)CS2,-18%
CC1(C)CC(=O)C(C(c2ccc(Cl)cc2Cl)C2C(=O)CC(C)(C)CC2=O)C(=O)C1,?
COc1ccc(CC(=O)N2CC(c3nnc(-c4ccncc4)o3)C3(CCOCC3)C2)cc1 (stereo not drawn),66%[activator]
CN(CC(=O)N1CCc2nc3cc(-c4ccccc4)[nH]n3c(=O)c2C1)S(=O)(=O)c1cnc[nH]1,18%
Cc1occc1C(=O)Nc1cccc(-c2nc(CNC(=O)c3cccc(C#CC(C)(C)O)c3)c(C)o2)c1,11%

# Rewritten with the structure last: part of the list above.
12-LOX inh	structure
-5%	O=C(Nc1ncn[nH]1)c1cccc(S(=O)(=O)N2CCCCCC2)c1
?	CCN1CCC(c2nc3ccc(C)cc3c(=O)[nH]2)CC1
11%[176 µM]	Fc1ccc(-c2cnc3n[nH]c(-c4ccccc4)c3n2)cc1
23%	Cc1ccc(N2CC(c3noc(-c4cc(Cl)ccc4F)n3)CC2=O)cc1 (stereo not drawn)
14%	CCc1noc(-c2cccn3c(CNC(=O)c4ccc(F)c(F)c4)nnc23)n1
-2%	Cc1ccc(C)c(S(=O)(=O)N2CCN(C(=O)CCc3ncc(-c4ccc(F)cc4F)o3)CC2)c1
44%[activator]	CC(C)(C)C(N)CN (stereo not drawn)
12%	CCCNC(=O)N(C1CCOCC1)C1CCN(S(=O)(=O)c2cccnc2)CC1
?	O=C(c1ccc(F)c(Cl)c1)N1CCC(c2n[nH]c(=O)n2-c2ccccc2)CC1
-20%	CN1C[C@@H](NC(=O)c2ccc(-c3ccccc3)cc2)C[C@H]1c1nc(-c2ccc(Cl)cc2)no1
?	O=C(N[C@H]1CO[C@H]2[C@@H]1OC[C@@H]2Nc1nccc(-c2ccco2)n1)c1ccco1
22%	CO[C@@H]1CCOC[C@H]1NC(=O)c1cc(N2CCCCC2)ccc1Cl
-18%	CC(C)c1cccc(C(C)C)c1NC(=O)COC(=O)c1ccc2c(c1)NC(=O)CS2
?	CC1(C)CC(=O)C(C(c2ccc(Cl)cc2Cl)C2C(=O)CC(C)(C)CC2=O)C(=O)C1

# Going on with the list.
SMILES,12-LOX inh
Cc1cccc2c(=O)c(-c3ccccc3)c(NC(=O)c3cccs3)oc12,-28%
O=C1CC(c2ccccc2)N(Cc2ccncc2)CCCN(C(=O)C2CCOCC2)CCN1 (stereo not drawn),61%[activator]
CCC[C@H]1C[C@H]1C(=O)N1CCC2(CCC(=O)N(CC(N)=O)C2)CC1,21%
CC(C)=CCN1CC2(CCN(C(=O)c3cc(=O)[nH]c(=O)[nH]3)CC2)CC1=O,-14%
C#CCCC(=O)N(Cc1cccc(C)c1)Cc1ccccc1OC,-1%
O=C(N[C@@H]1CN(Cc2c(F)cccc2Cl)C[C@H]1CO)C1CC1,18%
O=C(NCc1ccccc1)c1nc2ccccc2nc1-c1ccc(F)cc1,2%
CN(Cc1ccc(F)cc1)Cc1cccn1C,26%&19%[176 µM]
COc1cc(CN2CCC3(CCC(CNC(=O)c4cc(C)nn4C)O3)CC2)ccc1F (stereo not drawn),9%
COc1ccc(Nc2cnc3ccc(-c4ccc(F)cc4)nn23)cn1,50%[activator][176 µM]
O=C(CSc1nnc(-c2ccc(F)cc2)n1CC1CCCO1)Nc1ccc2c(c1)CCC2 (stereo not drawn),12%
COCc1ccc2c(c1)c(OC(C)(C)C(=O)NC1CCN(C)CC1)nn2CCC(C)C,0%[176 µM]
COc1ccccc1Nc1nnc(-c2cc3cccc(OC)c3oc2=O)s1,-24%
c1ccc(CNCCCn2ccnc2)cc1,?
CC(CNC(=O)NCc1ccco1)N1CCOCC1 (stereo not drawn),25%
CC1(C)C(c2ccc(Cl)cc2)=[N+]([O-])C(C)(C)N1O,-5%
COc1ccc(CNC(=O)CCS(=O)(=O)c2ccc3nc(C)sc3c2)cc1,45%[activator]
Cc1ccccc1C(=O)OC(C)C(=O)c1ccc2c(c1)CCC2 (stereo not drawn),?
Cc1ccc(COC(=O)c2ccccc2C(=O)c2ccc(Cl)cc2)cc1,?
O=C(Nc1ccc2oc(-c3ccc(F)cc3)nc2c1)c1cccc(Cl)c1,-2%
O=C(NCCc1cnccn1)c1coc(COc2cccc(C(F)(F)F)c2)n1,5%
Cc1cccc(OC[C@H]2C[C@@H](NCc3ccc(C)o3)[C@H](O)[C@@H]2O)n1,?
O=C(NCCCN1CCCC1)c1ccc2c(c1)N(S(=O)(=O)c1ccccc1F)CC2,-2%
Cc1ccc(CNCc2ccc(-c3ccc(C(C)O)cc3)o2)cc1 (stereo not drawn),32%[activator]
COc1ccc(C)cc1NC(=O)N1CCN(C)C2(CCC(=O)N(C)CC2)C1 (stereo not drawn),0%
CCn1cc(S(=O)(=O)N2C[C@@H](COC)[C@H](c3ccncc3)C2)cn1,-3%
CCN1C(=O)COc2ccc(-c3nc(NC(=O)c4ccncc4)sc3C)cc21,-11%
COCc1nnc(NC(=O)CCn2ccc3cc(Br)ccc32)s1,-4%
COc1cccc(CC(=O)N[C@@H]2CN(Cc3ccncc3)C[C@H]2CN(C)C)c1,90%[activator]
C=CS(=O)(=O)N[C@@H](CSSC[C@H](NS(=O)(=O)C=C)C(=O)OC)C(=O)OC,0%
Cc1nc(C23CC4CC(CC(C4)C2)C3)cs1,-64%
NC(=O)C1Cc2ccccc2CN1 (stereo not drawn),?
COc1ccc(-c2noc([C@@H]3C[C@@H](O)CN3Cc3ccc(CO)o3)n2)cc1,45µM*
CC(=O)N(C)c1ccc(NC(=O)/C(C)=C\c2ccccc2)cc1,36%[activator]
COc1cc(NC(=O)Cn2ccn3nc(-c4ccc(F)cc4)c(CO)c3c2=O)cc(OC)c1OC,49%[activator]
CNCc1c(F)cccc1F,?
N#CCN(Cc1ccccc1)Cc1cc(Cl)c2c(c1)OCCCO2,12%
OC1CC(c2cc(NCCSC3CCCCC3)ncn2)C1 (stereo not drawn),5%
O=C(NCCc1ccccc1)C1CN(S(=O)(=O)C2CC2)CC12CCCCC2 (stereo not drawn),30%
CC1(NC(=O)CSc2nc(CN3CCOCC3)nc3ccccc23)CCS(=O)(=O)C1 (stereo not drawn),-18%
CC(=O)Nc1ccc(CN2CCCC3(Cc4ccccc4CNC3=O)C2)cc1 (stereo not drawn),3%[6.33 µM]
Cc1c(C(=O)N2CCc3ccccc3C2)oc2ccc(F)cc12,-3%
CN1c2cc(C(=O)NC3CCCCCCC3)ccc2C(=O)N2CCCC21 (stereo not drawn),7%
CC1=CCC(=C(C)C)CC1,-70%[176 µM]
O=C(NCc1ccccn1)c1cc(-c2cccs2)nc2ccccc12,-40%
Cc1cccc(CN2CCCC(C(=O)Nc3cccc(-n4cccn4)c3)C2)n1 (stereo not drawn),66%[activator]
CCOc1cc(=O)n2c(c1C(=O)Nc1cc(Cl)c(OC)cc1OC)CCCC2,16%
Cn1c(=O)c2c(nc(NCc3cccs3)n2Cc2ccc(Cl)cc2)n(C)c1=O,-11%
O=C(c1cn[nH]c1-n1cnnn1)N1C[C@H](CO)C[C@H](CN2CCCC2)C1,-4%
COc1cccc(CN2CCCOCCNC(=O)CC2)c1,46%[activator]

# Continuation:
SMILES,12-LOX inh
O=C(C(=O)N1CCC(CNS(=O)(=O)c2ccccc2OC(F)(F)F)CC1)c1cc2ccccc2o1,-10%
CN(Cc1ccccc1)C(=O)COC(=O)c1ccccc1-c1nc2ccccc2s1,?
O=C(Nc1ccc(Cl)cc1)c1nc2c(o1)CCN(Cc1cccc(O)c1)CC2,5%[176 µM]
CNc1oc(-c2cc(S(=O)(=O)N3CCCC3)c(C)o2)nc1C#N,15%
COc1ccc(OC)c(NC(=O)[C@H]2C[C@H]([C@@H](C)O)N[C@]23C(=O)Nc2c(C)cc(Cl)cc23)c1,-21%
Cc1nn(-c2nc3ccccc3o2)c2c1C(c1cccc(Cl)c1Cl)CC(=O)N2 (stereo not drawn),6%
COc1ccc(C(=O)N2C[C@@H](F)C[C@H]2C(=O)N2CCCCC2)c(OC)c1,28%
CNC(=O)c1ccc2cc[nH]c2n1,4%[12.5 µM]
N#Cc1ncn(CCC(=O)Nc2ccc(Cl)cc2F)n1,56%[activator]
C=C1CCCC2OC(CC3=CC4/C(C)=C/CC(C)CC(/C=C(\C)C(O)C5CC(O)C(O)C(CCC(O)/C=C/C(C)=C/CCC6=NCCC(C3)C64C)O5)OC(=O)CC3OC(C(O)C1)C(O)C3O)CC(O)C2O (stereo not drawn),0%
CCOc1ccc(C(C)=O)cc1COc1ccc2c(C)cc(=O)oc2c1C,-11%
O=C(N[C@@H]1CN(C(=O)Nc2cccc(C(F)(F)F)c2)CCC[C@H]1O)c1ccc(OCc2ccccc2)cc1,-4%
CC(C)NC(=O)N1CCC2(CC1)CC(C(=O)N1CCOCC1)N(C)C2 (stereo not drawn),32%[activator]
CN1CC(=O)N(C2CCCNCC2)Cc2c1ncnc2N1CCNC(=O)C1 (stereo not drawn),9%[6.33 µM]
CCC(C)NC(=O)CSc1cc(C)c2cc(C)cc(C)c2n1 (stereo not drawn),?
O=C(NCC1CCOCC1)c1ccc(C(F)(F)F)cc1,35%
CC1CCN(c2nc3ccccc3nc2C(C#N)S(=O)(=O)c2cccc(Cl)c2)CC1 (stereo not drawn),11µM*
CC(C)CCN1CCC2(CC1)NC(=O)c1ccccc1O2,?
COc1ccccc1C(=O)N1CCC2(CC1)CC(=O)c1ccc(Cl)cc1O2,?
O=C(COC(=O)COc1ccc(Br)cc1)Nc1ncc(C(F)(F)F)cc1Cl,?
Cn1c(=O)c2c(nc(Cl)n2Cc2nc(-c3ccc(F)cc3)no2)n(C)c1=O,?
CC(C)C1=C(O)C2(CC2c2ccc(-c3ccccc3)cc2)C(C)CC1 (stereo not drawn),8%
COc1ccccc1-c1ncc(CNc2ncncn2)s1,55%[activator]
C=CCN1[C@H](CC(C)C)COc2cc(N3CCCC3)ccc2S1(=O)=O,8%
COc1cccc(-c2cccc(C(=O)O)c2)c1,6%[12.5 µM]
CCC1=C(C(=O)OC)C(c2ccccc2)N2C(CC(=O)N3CCCC3)=CSC2=N1 (stereo not drawn),28%
COCCn1c(C)cnc1CC1CCCN(Cc2ccc(F)c(F)c2)C1 (stereo not drawn),77%[activator]
COCc1ccc(C(=O)NCC(C)c2ccccc2)cc1 (stereo not drawn),18%
CN1CCN(C(=O)[C@@H]2CCC[C@@H](NC3CCC3)CN(C)C(=O)C2)CC1,67%[activator][176 µM]
Cn1ccnc1CN1C(=O)CO[C@H]2CN(Cc3ccc(S(C)(=O)=O)cc3)C[C@H]21,?
CCCc1nnc(NC(=O)NCC(O)c2ccc(F)cc2)s1 (stereo not drawn),15%
O=C(c1ccc2cc[nH]c2c1)N1CCC2(CC1)N=C(c1ccc(Cl)cc1)NO2,-5%

# Another view of two compounds above.
Molecule	12-LOX inh
COCCn1c(C)cnc1CC1CCCN(Cc2ccc(F)c(F)c2)C1 (stereo not drawn)	77%[activator]
COCc1ccc(C(=O)NCC(C)c2ccccc2)cc1 (stereo not drawn)	18%

# These rows are one share of the data (hit frequency here may not be typical).
